Screening results as filed in PubChem.
ARNT-TACC3 inh: disruptors of ARNT/TACC3 protein interaction, primary screen, biochemical, AlphaScreen, single concentration. Transforming acidic coiled-coil-containing protein 3 (Homo sapiens), Q9Y6A5. AlphaScreen His-ARNT PAS-B/GST-TACC3 binding, luminescence; TACC3 fragment carries E629A point mutation. inhibition, % at 9.99 µM. 390,000 tested, 0.66% active. AID 623870, 2012;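 active = mean inhibition of replicates at least 50% and at least half of replicates each reaching 50%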;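 note: 0% = complete ARNT plus TACC3 wells and 100% = ARNT alone without TACC3; many hits fall short of the cut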
* = called active by the depositor.

SMILES	ARNT-TACC3 inh
CCC(C)N1CCN(C(=O)Cc2ccccc2)CC1 (stereo not drawn)	-7
CC(Cc1ccccc1)[n+]1cc(/N=C(\N)[O-])on1 (stereo not drawn)	-2
CCC(C)OC(=O)c1c(N)n(Cc2cccs2)c2nc3ccccc3nc12 (stereo not drawn)	-22
CNCCc1c(C)n[nH]c1C	-2
CCOC(=O)C(C)(CC)NC(=O)CSP(=S)(OCC)OCC (stereo not drawn)	-13
COc1cccc(CNC2CN3CCC2CC3)c1OC (stereo not drawn)	-14
O=C(COc1ccc(Br)cc1)N1CCN(Cc2c[nH]c3ccccc23)CC1	2
Cc1ccccc1NC1=NCC(C)S1 (stereo not drawn)	3
CCC(=O)OC1(c2cccc(C)c2)CC(C)N(C)CC1C (stereo not drawn)	-5
Cn1ccnc1P(=S)(c1nccn1C)N1CCOCC1	2
CC12CN3CCN(CC(C3)C1O)C2 (stereo not drawn)	-8
C=C1N2CCC(CC2)C1(O)c1ccccc1C (stereo not drawn)	9
CC12CN3CC(C)(CN(C1)C3c1ccncc1)C2=O (stereo not drawn)	-7
COc1cc2c(C(=O)N3CCN(C)CC3)c(C)n(C)c2cc1Br	7
O=C(O)C1CSC(c2cccnc2)N1 (stereo not drawn)	2
Cc1ccc2nc(N3CCN(C)CC3)[nH]c2c1	-3
COCCNC(=O)c1c(NC(=O)c2ccco2)n(Cc2ccccc2)c2nc3ccccc3nc12	-7
O=C(c1cc2ccccn2n1)N1CCC2(CC1)OCCO2	26
CON(C)C(=O)Nc1ccc(Cl)cc1	-2
CC1(C)CN=C(Nc2nc3ccccc3s2)S1	-6

Grouped by structure: those above with bromine (two)
SMILES	ARNT-TACC3 inh
O=C(COc1ccc(Br)cc1)N1CCN(Cc2c[nH]c3ccccc23)CC1	2
COc1cc2c(C(=O)N3CCN(C)CC3)c(C)n(C)c2cc1Br	7

Back to the main list with the 6 entries that preceded the break.
SMILES	ARNT-TACC3 inh
O=C(O)C1CSC(c2cccnc2)N1 (stereo not drawn)	2
Cc1ccc2nc(N3CCN(C)CC3)[nH]c2c1	-3
COCCNC(=O)c1c(NC(=O)c2ccco2)n(Cc2ccccc2)c2nc3ccccc3nc12	-7
O=C(c1cc2ccccn2n1)N1CCC2(CC1)OCCO2	26
CON(C)C(=O)Nc1ccc(Cl)cc1	-2
CC1(C)CN=C(Nc2nc3ccccc3s2)S1	-6
CCOC(=O)c1c(C)n(Cc2ccc3c(c2)OCO3)c2ccc(O)cc12	18
CNP(=S)(NC)OCCOc1ccc(OC)cc1	3
CCCCOC(=O)COc1cc(C)cc2oc(=O)c3c(c12)CCC3	-3
COCCCNC(=O)c1c(NC(=O)c2ccccc2)n(Cc2ccccc2)c2nc3ccccc3nc12	18
COc1ccccc1/C=C1/C(=N/O)C2CCN1CC2	2
CCN(CC)c1ccc(N=Cc2c(O)n(-c3ccc(Cl)cc3)c(=O)[nH]c2=O)cc1	0
CN(C)C1=C(C#N)C(c2ccccc2)=NP(N(C)C)(N(C)C)=N1	-2
COc1ccc2c(c1OC)C(=O)OC2c1c(O)n(C2CCCCC2)c(=O)[nH]c1=O (stereo not drawn)	-5
CC1(C)CC(n2[nH]c(=O)c3c2NC(=O)CSC3c2ccc(F)cc2)CCO1 (stereo not drawn)	-15
CCOP(=O)(OCC)C(O)c1ccc(OC)c(OC)c1 (stereo not drawn)	-11
CCOC(=O)C(NC(C)=O)C(OC(C)=O)c1cccc(N(CCCl)CCCl)c1 (stereo not drawn)	6
CCNCC1(c2ccc(OC)c(OC)c2)CCCC1	10
CC(C)OCCCNC(=O)c1c(N)n(Cc2cccs2)c2nc3ccccc3nc12	25
c1cncc(C2CC(c3cccs3)n3ncnc3N2)c1 (stereo not drawn)	1
C[N+]12CCC(CC1)C(C(O)(c1ccccc1)c1cccs1)C2 (stereo not drawn)	0
CCN(CC)CCCN=C(C)c1c(O)n(-c2ccccc2)c(=O)[nH]c1=O	-7
CN(C(=O)c1ccco1)C1(c2ccccc2Cl)CCCCC1=O (stereo not drawn)	-1
COC(=O)C(C)Oc1cc(C)cc2oc(=O)c3c(c12)CCC3 (stereo not drawn)	8
CN1/C(=C\C=Nc2ccccc2)C(C)(C)c2ccccc21	16
Cc1ccc(C)c(NC2=NCCCS2)c1	31
O=C(Cc1ccccc1)N1CCN(C/C=C/c2ccccc2)CC1	0
O=c1[nH]c(=O)n(C2CCCCC2)c(O)c1C=NCCCn1ccnc1	-5
Brc1ccc(CN2CCNCC2)s1	7
CN(CCc1ccccc1)Cc1ccccc1[N+](=O)[O-]	-1
COc1cc(C(=O)Nc2ccc(Br)cc2C(=O)c2ccccc2)cc(OC)c1OC	-2
Cc1sc2ncn(CC(=O)NCC(=O)N3CCC4(CC3)OCCO4)c(=O)c2c1C	-2
c1ccc2c(CN3CCN(C4CCCCC4)CC3)c[nH]c2c1	21
O=C(CN1CC=C(c2ccccc2)CC1)NC(=O)NCc1ccco1	-2
Fc1ccc(NC2=NCCS2)cc1Cl	4
Cc1ccc(C2(O)CC(C)N(C)CC2C)cc1 (stereo not drawn)	-3
CCCC1(CCC)C(=O)NC(=Nc2ccccc2)NC1=O	16
CC(C)CCn1c(N)c(C(=O)OCC2CCCO2)c2nc3ccccc3nc21 (stereo not drawn)	-7
CCN(CC)P(=O)(Oc1cccc(C)c1)N(CC)CC	-7
CCC(=O)c1cn(Cc2ccc(C#N)cc2)c2ccccc12	-5
COC(=O)C1=C(c2ccc(C(C)=O)cc2)C[C@@H]2CC[C@H]1N2C(=O)N1CCCCC1	2
CCC(=NC1CC1)c1c(O)n(-c2ccc(OC)cc2)c(=O)[nH]c1=O	-5
Cc1c2cnn(CC(=O)N3CCC4(CC3)OCCO4)c(=O)c2c(C)n1Cc1ccc(F)cc1	2
Cc1ccc(S(=O)(=O)CC(C)(O)C(=O)Nc2cccc(C(F)(F)F)c2)cc1 (stereo not drawn)	21
COC(=O)C1=C(c2ccc3ccccc3c2)C[C@@H]2CC[C@H]1N2C(=O)N1CCCC1	29
CCOC(=O)c1c(C)n(Cc2ccco2)c2c1cc(O)c1ccccc12	2

Brought forward from above: 3 entries; new compounds follow.
SMILES	ARNT-TACC3 inh
Cc1ccc(S(=O)(=O)CC(C)(O)C(=O)Nc2cccc(C(F)(F)F)c2)cc1 (stereo not drawn)	21
COC(=O)C1=C(c2ccc3ccccc3c2)C[C@@H]2CC[C@H]1N2C(=O)N1CCCC1	29
CCOC(=O)c1c(C)n(Cc2ccco2)c2c1cc(O)c1ccccc12	2
CCOc1cc(-c2nc3c(C)cccn3c2NCC2CCCO2)ccc1O (stereo not drawn)	-2
Cc1ccc2c(c1)C1CN(C)CCC1N2C(=O)Nc1cccc(Cl)c1 (stereo not drawn)	2
CC1CCC(C(C)C)C(OP(N)(=O)c2ccccc2)C1 (stereo not drawn)	-17
c1ccc2[nH]c(CCNC3CCCCC3)nc2c1	-4
Cn1c(O)c(C=NCCN2CCN(C(=O)c3ccccc3)CC2)c(=O)n(C)c1=O	-7
CC(C)OC(=O)c1c(N)n(CC2CCCO2)c2nc3ccccc3nc12 (stereo not drawn)	44
Fc1ccc2c(c1)nnn2C1CCN(Cc2nnnn2C2CCCCC2)CC1	-5
Cc1cccc(N2C(=O)CC(=O)NC2=O)c1	-9
CCCCCCCSc1cc(OC)c(CCNC)cc1OC	25
CC(CO)(CO)N=Cc1c(O)n(-c2cccc3ccccc23)c(=O)[nH]c1=O	-2
CC1(C)CC(n2[nH]c(=O)c3c2NC(=O)CSC3c2ccccc2)CCO1 (stereo not drawn)	-3
CCCCCSc1cc(OC)c(CCN(C)C)cc1OC	8
CN1C(=O)C(Cc2cccc3ccccc23)C(=O)N(C)C1=O	7
c1ccc(CNC2=NCCS2)cc1	4
COc1ccc2c(CCN)c[nH]c2c1	1
O=C(Nc1cccc(OC(=O)N2CCCCC2)c1)N1CCCCC1	1
O=c1c2ccccc2nc(-c2cccs2)n1-c1ccccc1	-2
CCC/C(=N\O)c1c[nH]c2ccccc12	-9
Cc1cc(O)c2c(c1)C(=O)C13C(=C2O)C(=O)[C@H]2[C@@H](O)[C@@H]1[C@H]1[C@H](O)[C@@H]3C(=O)C3=C(O)c4c(O)cc(C)cc4C(=O)C312 (stereo partly drawn)	35
CN1CCC2(CC1)NC(=O)C1=C(CN(C)CC1)N2	-5
O=C1NC(=O)C2(Cc3ccccc3N3CCCC32)C(=O)N1c1ccc(Cl)cc1 (stereo not drawn)	-25
CCNC(=O)C1OC(n2cnc3c(N)ncnc32)C(O)C1O (stereo not drawn)	6
N#Cc1ccc(N2CCNCC2)c(F)c1	0
O=C(CCCCCn1c(=S)[nH]c2ccccc2c1=O)N1CCC2(CC1)OCCO2	-5
CC1=NOC2(C)Nc3ncnn3C(c3ccccc3)C12 (stereo not drawn)	-1
COc1cccc(C2=NOC(C(=O)N3CCC4(CC3)OCCO4)C2)c1 (stereo not drawn)	0
COc1ccc(/C=C2/C(=O)NC(=O)N(c3ccccc3)C2=O)cc1CN1C(=O)c2ccccc2C1=O	0
CC(=O)OC1N=C(c2ccccc2)c2cc(C)ccc2NC1=O (stereo not drawn)	-3
O=C(C1CCCN(c2nnc(-n3cccc3)s2)C1)N1CCC2(CC1)OCCO2 (stereo not drawn)	-3
Cc1ccc2c(c1)CC1(CN2C)C(=O)NC(=O)N(CCC2=CCCCC2)C1=O (stereo not drawn)	26
CCCC1C(C#N)=C(N)Oc2c1c(=O)oc1ccccc21 (stereo not drawn)	-3
Cc1cc(OC(=O)CCCNC(=O)OC(C)(C)C)c2c3c(c(=O)oc2c1)CCC3	-8
CC(C)(C)N(NC(=O)c1ccccc1)C(=O)c1ccccc1	1
COC(=O)c1c(C)[nH]c(C(=O)C(Cc2ccccc2)N(C)C)c1C (stereo not drawn)	-1
CC(C(=O)N1CCC2(CC1)OCCO2)C1Sc2ccccc2NC1=O (stereo not drawn)	-3
CCC(CC)C1C(C#N)=C(N)Oc2c1c(=O)oc1ccccc21 (stereo not drawn)	1
NC(N)=Nc1ccc2[nH]c3c(c2c1)C[C@@]1(O)[C@H]2Cc4ccc(O)c5c4[C@@]1(CCN2CC1CC1)[C@H]3O5	7
OC1(c2ccc(F)cc2)CCNC1 (stereo not drawn)	-6
CC[N+](C)(CC)CCCOC(=O)C(O)(c1ccccc1)C1CCCCC1 (stereo not drawn)	-2
CCOP(=O)(OCC)C(CC)N1CCOCC1 (stereo not drawn)	-10
CCc1cc2c(s1)NC(=O)CN=C2c1cccs1	-3
COc1ccc(C2C(C#N)=C(N)Oc3c2c(=O)oc2ccccc32)cc1Cn1cc([N+](=O)[O-])cn1 (stereo not drawn)	-9
O=c1[nH]c(=O)n(Cc2ccc(F)cc2)c(O)c1C=NCCN1CCCCC1	-2
Cc1c2cnn(CC(=O)N3CCC4(CC3)OCCO4)c(=O)c2c(C)n1Cc1ccccc1F	4
Cn1c(O)c(C=Nc2ccc(Cl)cc2)c(=O)n(C)c1=O	3
Oc1ccc(CC2CC3CCN2CC3)cc1O (stereo not drawn)	6
CCCCCCn1c(O)c(C=NC2CCN(Cc3ccccc3)CC2)c(=O)[nH]c1=O	-3
O=c1[nH]c(=O)n(Cc2ccccc2)c(O)c1C=NCCN1CCNCC1	1
O=c1[nH]c(=O)n(Cc2ccccc2)c(O)c1C=Nc1ccc(CN2CCOCC2)cc1	-2
COc1ccc(S(=O)(=O)Cc2ccc(C(=O)N3CCC4(CC3)OCCO4)o2)cc1	-5
COC(=O)C1=C(c2ccc(Cl)c(C(F)(F)F)c2)C[C@@H]2CC[C@H]1N2C(=O)NCCOc1ccccc1Cl	2
Cc1cccn2c(NCC3CCCO3)c(C(C)C)nc12 (stereo not drawn)	-5
CCOP(=O)(CN(CC)CCNP(=O)(OCC)OCC)OCC	-4
CCC(=Nc1ccc2c(c1)CCC2)c1c(O)n(C)c(=O)n(C)c1=O	-6
c1ccc2c(CN3CCCCCCC3)c[nH]c2c1	0
CC12CN3CC(C)(CN(C1)C3c1ccco1)C2=O (stereo not drawn)	-7
COC(=O)C1=C(c2ccc(OCc3ccccc3)cc2)C[C@@H]2CC[C@H]1N2C(=O)NC1CCN(Cc2ccccc2)CC1	8
CCCC(=O)C1C(=O)NC(=O)NC1=O	-3
Cc1ccc(-c2nc3ccc(Cl)cc3n2OC(=O)N(C)C)cc1	-5
Cc1n[nH]c(C)c1CCN	-2

Part of the list above, in CSV form:
Compound,ARNT-TACC3 inh
Cn1c(O)c(C=Nc2ccc(Cl)cc2)c(=O)n(C)c1=O,3
Oc1ccc(CC2CC3CCN2CC3)cc1O (stereo not drawn),6
CCCCCCn1c(O)c(C=NC2CCN(Cc3ccccc3)CC2)c(=O)[nH]c1=O,-3
O=c1[nH]c(=O)n(Cc2ccccc2)c(O)c1C=NCCN1CCNCC1,1

The list goes on:
SMILES	ARNT-TACC3 inh
COc1cc(-n2c(=S)[nH]c3ccccc3c2=O)c(Cl)cc1Cl	-1
O=c1[nH]c(=O)n(-c2ccccc2Cl)c(O)c1C=NCCN1CCCCC1	-5
Cc1ccc(N(C)C(=O)Oc2cccc3cccnc23)cc1	-17
C[C@]12CCC3C(CC[C@H]4C[C@@H](O)CC[C@]34C)C1CCC2=O (stereo partly drawn)	-2
CCOP(=O)(OCC)C(NC(C)=O)C(Cl)(Cl)Cl (stereo not drawn)	0
COC(=O)C1=C(c2ccc(F)cc2OCc2ccccc2)C[C@@H]2CC[C@H]1N2C(=O)N1CCC(O)CC1	26
C=CCNC(=O)c1c(N)n(CCN2CCOCC2)c2nc3ccccc3nc12	-3
O=C(Cc1ccccc1)OC(COCc1ccccc1)CN1CCOCC1 (stereo not drawn)	-5
Cc1ccc(-n2c(O)c(C=NC3CCCCC3N)c(=O)[nH]c2=O)cc1C (stereo not drawn)	5
CN1C(=O)NC(=O)[C@]2(Cc3ccccc3N3CCN(c4ccccc4)CC32)C1=O (stereo partly drawn)	9
COc1cccc(OP(=O)(Nc2ccccc2)Oc2cccc(OC)c2)c1	6

A portion of the library; the hit share may differ from the screen's.
